# Screens: PubChem BioAssay, National Center for Advancing Translational Sciences (NCATS)
# Imprint erasure – qHTS Assay for Compounds that Induce Erasure of Genomic Imprints; mouse ES Peg3-LacZ reporter, beta-gal luminescence, 40 h; Potency, µM (series often up to 60.7 µM), without a hit: top-dose activity change, positive = activation, most hits filed as activators; actives 0.02% (n = 110,000);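 note: 0% = negative control wells on the plate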
#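 Gelatin-coated wells received 300 freshly trypsinized female ES cells with a Peg3LacZ-Neo reporter on the maternal allele, then incubated 40 hours at 37C. BetaGlo was added for 5 minutes at room temperature before a single luminescence read.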
# p53ts 39C kill – qHTS Screen for Compounds that Selectively Target Cancer Cells with p53 Mutations: Cytotoxicity of p53ts Cells at the Nonpermissive Temperature; H1299-p53A138V viability at 39C, ATP luminescence, 24 h; Potency, µM (titrated, usually from 46.1 µM), for the others: at the top dose activity change, negative = cell killing, actives largely listed as cytotoxic; actives 1.5% (n = 130,000); AID 902, 2007; note: nearly all actives have a fitted effect of over 55% in size
# p53ts 32C tox – qHTS Screen for Compounds that Selectively Target Cancer Cells with p53 Mutations: Cytotoxicity of p53ts Cells at the Permissive Temperature | H1299-p53A138V at 32C, ATP luminescence viability, 24 h | actives 0.93% (n = 130,000) | AID 924, 2007 | Potency, µM (highest dose often 46.1 µM), without a hit: at the highest dose activity change, negative = cytotoxicity, hits mostly cytotoxic;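 note: 0% = DMSO and -100% = full killing by reference compound; nearly all actives have a fitted effect of over 55% in size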
#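 Viability by ATPlite luminescence after 24 h compound treatment (up to 46 uM) at the permissive 32C. Cells are H1299 carrying p53 A138V. Scale runs from DMSO basal to 100 uM tamoxifen as full kill; AC50 from Hill fits.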
# IkB signaling – IkB Signaling; ABC-DLBCL IkBa-CBG/CBR dual luciferase ratio, 4 h; response scale: scaled: untreated 0%, proteasome inhibitor 100%; Potency, µM (top dose mostly 57.1 µM), without a hit: at the top dose IkBa stabilization activation; actives 0.04% (n = 110,000); active = well fitted curve in the direction sought with a large enough effect in the signal ratio, not every such curve was filed as active; inconclusive = small, poorly fitted or top-dose-only effect, or a change in a side signal; the % refers to the signal ratio;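 note: the direction sought is a rising ratio; 0% = basal untreated cells and 100% = reference inhibitor full response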
#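 Curves were fitted separately to fusion (green), unfused (red) and ratio luminescence, then classed by r2, magnitude and activity. Cells: OCI-Ly3, 4 h compound plus doxycycline at 37C; 10 uM MG-132 defined full response.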
# * = called active by the depositor; ? = inconclusive; / = no result given; [ ] = dose if it differs, or a comment. Unless noted, calls come from the whole dose curve; as a rule, active = well fitted curve in the direction sought with a large enough effect; inconclusive = small, poorly fitted or top-dose-only effect, or another doubt; inactive = no such curve, though single readings can be large; an effect the other way counts as inactive or inconclusive. Unless noted, % is set by controls: 0 for no effect and ±100 for the full control effect; potency is the fitted concentration of half-maximal effect.
SMILES,Imprint erasure,p53ts 39C kill,p53ts 32C tox,IkB signaling
COc1ccc(S(=O)(=O)NC(CC(=O)NCc2ccco2)c2ccco2)cc1 (stereo unspecified),-13%,0%,4%,1.0%
Brc1cnn(-c2nc(N3CCOCC3)nc(N3CCOCC3)n2)c1,-6%,-1%,-12%,0.3%
Cc1cc(NC(=O)c2ccccc2F)ccc1-c1nc2ccccc2s1,-58%[inhibitor][10.9 µM],-18%,-17%,3.2%
O=S(=O)(c1ccc(Cl)cc1)c1nc(-c2ccccc2Br)oc1NCc1ccccc1,-14%[10.9 µM],-9%,22%,1.8%
COc1ccc(CNc2ccccc2)cc1Br,/,-14%,-9%,/
CCc1cc(C(=O)NNC(=S)Nc2cccc(C)c2)cs1,/,-18%,-22%,/
CC1(C)NC(=O)N(CC(O)CNC23CC4CC(CC(C4)C2)C3)C1=O (stereo unspecified),-6%,9%,2%,0.0%
O=C(O)/C=C/c1ccc(/C=C/C(=O)O)cc1,-88%[inhibitor],12%,7%[1.84 µM],0.4%
C=CCOc1ccc(/C(O)=C2\C(=O)C(=O)N(CCOC)C2c2cccnc2)cc1 (stereo unspecified),-5%,12%,3%,1.6%
CC(CNC(=O)c1cc2cc(S(=O)(=O)N3CCCCC3)ccc2n1C)c1ccccc1 (stereo unspecified),-8%[10.9 µM],-16%,12%,0.4%
Cc1ccc(CNC(=O)c2cccn2-c2nnc(N3CCCC3)s2)cc1,-5%[10.9 µM],-9%,-7%,?
COc1ccc(Cn2nnnc2C(c2ccc(F)cc2)N2CCN(C3CCCC3)CC2)cc1 (stereo unspecified),-12%,2%,-4%,-0.1%
Cc1cc(Br)ccc1NC(=O)CCNS(=O)(=O)c1cccc2nonc12,-5%[10.9 µM],12%,1%,?
O=S1(=O)c2ccccc2N(Cc2cccc(C(F)(F)F)c2)c2ccccc21,10%[10.9 µM],-3%,3%,1.5%
C=C(C)C(O)/C=C/C=C/c1ccccc1 (stereo unspecified),/,2%[9.22 µM],1%[9.22 µM],/
COc1cccc(N2CCN(C(=O)CCSCc3ccccc3F)CC2)c1,-5%[10.9 µM],?,1%,?
COc1cccc(-c2nc(CS(=O)CC(=O)NCc3ccc4c(c3)OCO4)c(C)o2)c1 (stereo unspecified),-14%,5%,-1%,?
CCOc1ccc(CNC(=O)CSc2nnc(C)c3c(C)n(-c4ccccc4)nc23)cc1,-8%[10.9 µM],25µM*,2%,1.4%
Cc1cc(C)n(C2CC(=O)N(c3ccccc3)C2=O)n1 (stereo unspecified),/,27%,-3%,/
COc1ccc2[nH]cc(CCNc3ccnc(-c4ccccc4C(F)(F)F)n3)c2c1,-9%,-11%,-7%,3.0%[11.4 µM]
CCOC(=O)c1c(C)oc2c1c(/C=N/c1ccccn1)c(O)c1ccccc12,-5%,-14%,8%,4.7%
CCOC(=O)N1CCN(c2ncnc3c2cnn3-c2ccc(Cl)cc2)CC1,-1%,5%,-3%,0.7%
COc1ccc(CCn2c(SCC(=O)Nc3cc(C)on3)nc3ccsc3c2=O)cc1OC,-19%,-15%,-23%,-0.8%
CCCC(=O)OCc1cnc(C)c2oc(=O)c(C(=O)Nc3ccccc3)cc12,3%[10.9 µM],7%,-8%,2.3%
O=C(NCc1ccco1)C(c1ccncc1)N(CCC1=CCCCC1)C(=O)Cn1nnc2ccccc21 (stereo unspecified),-6%,-11%,3%,3.0%
# Next section:
SMILES,Imprint erasure,p53ts 39C kill,p53ts 32C tox,IkB signaling
CCOC(=O)C1=C(c2ccccc2)N=C2SCC(=O)N2C1c1ccc2c(c1)OCO2 (stereo unspecified),4%,2%,1%,1.5%
COc1cccc(/C=C/c2nc(C#N)c(NCCc3ccc(OC)c(OC)c3)o2)c1,-10%[10.9 µM],-1%,-1%,?
CCOC(=O)c1[nH]c(C)c(C(=O)NCCc2ccc(OC)cc2)c1C,-13%,-8%,6%,-0.1%
CCOC(=O)c1ccccc1NC(=O)c1ccccc1N(C)S(C)(=O)=O,-6%,3%,-5%,-1.5%
COc1ccc(-c2cnnc(N/N=C/C(C)=C/c3ccccc3)n2)cc1,/,5%,-5%,/
CCOC(=O)c1cc(-c2nnc(-c3ccc(Oc4ccccc4)cc3)o2)c(C)nc1C,11%,0%,-7%,-0.2%
CC(C)(C)c1ccc(-c2nnc(-c3ccccc3NC(=O)c3cccc(C(F)(F)F)c3)o2)cc1,8%[10.9 µM],31%[activator],-10%,0.4%
O=C(CN1C(=O)CC(c2ccco2)Sc2ccccc21)Nc1ccc(OC(F)(F)F)cc1 (stereo unspecified),-13%[10.9 µM],-26%,-14%,?
Cc1ccccc1Cn1c(=O)n(CCCCCC(=O)NCc2ccc3c(c2)OCO3)c(=O)c2sccc21,2%[10.9 µM],-8%,11%,-0.5%
O=C(Nc1ccccc1Cl)N1CCSc2ccccc21,17%[10.9 µM],-10%,-4%,-1.7%
Cc1ccc(NC(=O)CN(C)C(=O)CCCN2C(=O)c3ccccc3C2=O)cc1,-10%,4%,6%,-0.4%
Cc1ccc(C)c(NC(=O)CCCn2c(C)c3cnn(-c4ccccc4)c(=O)c3c2C)c1,?,12%,5%,?
O=C(CN1CCOc2ccccc21)NCc1ccc(F)cc1,-11%,6%,7%,1.6%
COc1ccccc1NS(=O)(=O)c1ccc(NC(=O)CCNC(=O)c2ccco2)cc1,5%,-16%,14%,0.4%
Cc1cccc(C)c1NC(=O)C(NS(=O)(=O)c1cccs1)c1ccccc1 (stereo unspecified),3%[10.9 µM],-19%,11%,-2.0%
O=C1COc2ccc(C(=O)COC(=O)c3ccc4ccccc4n3)cc2N1,-15%,-2%,1%,0.1%
COc1ccc(CCNc2nc3ccccc3c3nc(-c4cccc(C)c4)nn23)cc1OC,-10%[10.9 µM],-27%,4%,?
CC1CCCCC1NC(=O)CN1CCC(O)(c2ccc(F)cc2)CC1 (stereo unspecified),2%,0%,-9%,-0.5%
CCOc1cc(C)c(Cl)cc1S(=O)(=O)N1CCCC1,-12%,12%,8%,1.5%
COc1cc(OC)cc(-c2nc3nc(C)c(CCC(=O)Nc4ccc(C)c(C)c4)c(C)n3n2)c1,-10%[10.9 µM],0%,5%,?
COC(=O)c1ccc2c(=O)n(Cc3ccc4c(c3)OCO4)c(SCC(=O)N3CCCC3)nc2c1,5%,0%,3%,-1.0%
CSc1c(CC(=O)NCCO)n(C)c2ccccc12,6%,-9%,-20%,-0.6%
Cc1n[nH]c(C)c1S(=O)(=O)N1CCCC(C(=O)N2CCN(c3ccc(Cl)cc3)CC2)C1 (stereo unspecified),-17%,-22%,-14%,?
Cc1ccc(C(C)C)c(OCC(=O)Nc2ccc3c(c2)nc(CCNC(=O)c2ccco2)n3C)c1,-13%[10.9 µM],?,6%,-1.0%
CCN(C(=O)Cn1cc(S(=O)(=O)N2CCN(c3ccccc3F)CC2)c2ccccc2c1=O)c1ccc(C)c(C)c1,-15%[10.9 µM],-3%,12%,3.9%

# A second format for part of the listing above.
COc1ccc(CCNc2nc3ccccc3c3nc(-c4cccc(C)c4)nn23)cc1OC
- Imprint erasure: -10%[10.9 µM]
- p53ts 39C kill: -27%
- p53ts 32C tox: 4%
- IkB signaling: ?
CC1CCCCC1NC(=O)CN1CCC(O)(c2ccc(F)cc2)CC1 (stereo unspecified)
- Imprint erasure: 2%
- p53ts 39C kill: 0%
- p53ts 32C tox: -9%
- IkB signaling: -0.5%

# Later entries.
SMILES,Imprint erasure,p53ts 39C kill,p53ts 32C tox,IkB signaling
CCCC(=O)OCc1cnc(C)c2oc(=O)c(C(=O)Nc3ccc(F)cc3C)cc12,-5%[10.9 µM],-6%,6%,0.1%
O=S(=O)(NC1CCN(Cc2ccccc2)CC1)c1cccc2cccnc12,-24%,-12%,-23%,-1.4%
Cc1ccc(S(=O)(=O)NCC2CCC(C(=O)NCc3ccco3)CC2)cc1 (stereo unspecified),-4%,-2%,-8%,4.1%
Cc1nn(C)c(C)c1S(=O)(=O)N1CCC(C(=O)NC(C)c2ccccc2)CC1 (stereo unspecified),-10%,5%,5%,3.9%
CCOC(=O)c1ccc(COC(=O)c2cc3ccccc3oc2=O)o1,-6%,9%,-1%,3.2%
CC1CCN(c2oc(-c3cccs3)nc2S(=O)(=O)c2ccc(Cl)cc2)CC1,-8%[10.9 µM],4%,9%,?
Cc1nn2c(-c3ccco3)nnc2c2ccccc12,24%,10%,2%,-4.8%
Cn1c(CSc2nc3ccccc3s2)n[nH]c1=S,0%,2%,38%[activator],1.2%
Cc1cccc(Nc2n[nH]c(=S)s2)c1C,2%,-1%,-2%,1.5%
COc1ccc(N2CCN(CC(=O)N3CCC(C)CC3)CC2)cc1,-6%,-2%,3%,0.0%
CCCCNC(=O)Cn1nc(N2CCN(c3ccccc3OC)CC2)ccc1=O,-4%[10.9 µM],-8%,8%,1.1%
O=C(Cc1nc(-c2ccc(Br)s2)cs1)NCCN1CCOCC1,-11%,-2%,1%,0.0%
Cc1cc(C(=O)OCc2nnc(-c3ccccc3)o2)c(C)n1-c1ccccc1,-19%,3%,4%,?
CC(=O)Nc1ccc(S(=O)(=O)Nc2ccc3c(c2)n(C)c(=O)n3C)c(C)c1,27%[10.9 µM],-4%,11%,?
COc1ccc(-c2c(C)oc3c(CN4CCN(C)CC4)c(O)ccc3c2=O)cc1,-10%,15%,6%,1.9%
COc1cc(CN(CC2CCCO2)C(=O)c2ccc(F)cc2)cc(OC)c1OC (stereo unspecified),-3%[10.9 µM],-15%,-8%,-0.6%
COc1ccc(-c2nc3cnc(Oc4cccc(Cl)c4)nc3n(CCC#N)c2=O)cc1,-7%,1%,-8%,-0.9%[11.4 µM]
CC(=O)NC(CC(C)C)C(=O)NC(=O)NCc1ccccc1 (stereo unspecified),2%,10%,0%,0.9%
CC1CCN(C(=O)C2CC(c3ccc(F)cc3)=NO2)CC1 (stereo unspecified),-7%,7%,-9%,-1.0%
Cn1nnc(NC(=O)CSc2nnnn2-c2ccc(F)cc2)n1,-9%,4%,3%,0.4%
CCCN1CCN(CCCNC(=O)C2CCCN(c3nnc(-n4cccc4)s3)C2)CC1 (stereo unspecified),-6%,-1%,5%,1.8%
Cc1ccc(Cl)cc1NC(=O)C(NS(=O)(=O)c1ccc2c(c1)CCC(=O)N2)c1ccccc1 (stereo unspecified),16%[10.9 µM],-12%,12%,?
CC(C)Cc1ccc(S(=O)(=O)N2CCN(Cc3noc(CCC(=O)N4CCCCC4)n3)CC2)cc1,12%[10.9 µM],-15%,0%,?
Cc1nc2nc[nH]n2c(=O)c1NC(=O)c1cccc(OCC(C)C)c1,-7%,-10%,6%,1.1%
CCn1c(SCC(=O)Nc2ccccc2C)nnc1-c1ccccc1O,-5%,10%,4%,0.5%
# Next part:
SMILES,Imprint erasure,p53ts 39C kill,p53ts 32C tox,IkB signaling
OC[C@H]1O[C@@H](OC[C@H]2O[C@@H](O)[C@H](O)[C@@H](O)[C@@H]2O)[C@H](O)[C@@H](O)[C@@H]1O,1%,-20%,5%,/
CC12CN3CC(c4ccccc4)(CN(C1)C3c1ccc(O)cc1)C2=O (stereo unspecified),3%[10.9 µM],6%,-13%,1.2%
Cc1ccc(-n2c(=O)c3c(C)c(C)sc3n(CC(=O)c3ccc(Cl)cc3)c2=O)cc1C,-9%[10.9 µM],12%,5%,1.9%
CSc1nc(C)cc(OCC#N)n1,-9%,1%,-4%,2.6%
Cc1onc(-c2ccccc2)c1C(=O)NC(CC(=O)O)c1ccc(OC(C)C)cc1 (stereo unspecified),-12%,-14%,2%,-0.6%
COc1ccc(N2CC(C(=O)Nc3ncccc3C)CC2=O)cc1 (stereo unspecified),4%,9%,6%,-2.3%

# An excerpt from above in order of number of heavy atoms, ascending.
SMILES,Imprint erasure,p53ts 39C kill,p53ts 32C tox,IkB signaling
CSc1nc(C)cc(OCC#N)n1,-9%,1%,-4%,2.6%
OC[C@H]1O[C@@H](OC[C@H]2O[C@@H](O)[C@H](O)[C@@H](O)[C@@H]2O)[C@H](O)[C@@H](O)[C@@H]1O,1%,-20%,5%,/
COc1ccc(N2CC(C(=O)Nc3ncccc3C)CC2=O)cc1 (stereo unspecified),4%,9%,6%,-2.3%
CCn1c(SCC(=O)Nc2ccccc2C)nnc1-c1ccccc1O,-5%,10%,4%,0.5%
